Dengue-2 NS5 capping: Dengue-2 NS5 methyltransferase inhibitors, primary screen, biochemical, confirmation dose response (AID 588689). Dengue-2 NS5 methyltransferase capping enzyme assay, biochemical; higher % means a stronger effect. 0.3% of 340,000 active. inhibition, % at 25 µM, or IC50 in µM where a hit was titrated; in the data active = a potency from the dose series
Large T inhibition: SV40 large T antigen inhibitors, biochemical (AID 1903). 0.39% of 310,000 active. SV40 large T antigen ATPase/helicase inhibition assay; higher % means a stronger effect. one-dose inhibition, % at 20 µM; IC50 in µM for titrated hits; in the data active = a potency from the dose series; also: strong numbers were not always called active
K1F lysis inhibition: inhibition of K1F phage lysis, E. coli UTI89, bacterial capsule biogenesis inhibitors, alamar blue (AID 488966); E. coli UTI89 K1F phage lysis, alamar blue, 2 h; higher % means a stronger effect; inhibition, % at 100 µM, or IC50 in µM where a hit was titrated; 0.02% of 340,000 active;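 active = phage lysis inhibition, versus mean bacterial control, above a set limit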;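 also: capsule biogenesis inhibitors block K1F phage lysis so surviving cells raise fluorescence; higher fluorescence means more inhibition of phage lysis; actives were called in the ten point dose series up to 300 µM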
NTR1 ag: agonists of NTR1, primary screen, imaging, U2OS cells, beta-arrestin-GFP, high content (AID 493036); NTR1-U2OS beta-arrestin-GFP spot imaging, agonist mode; activation, % at 20 µM; 0.17% of 330,000 active;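 active = activation at or above 40% of the spot to cytoplasm intensity ratio, with at least 20 cells analyzed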;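 also: 0% = DMSO without peptide and 100% = 100 nM NTR1 peptide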
Target sequence (P30989 whole entry, looked up): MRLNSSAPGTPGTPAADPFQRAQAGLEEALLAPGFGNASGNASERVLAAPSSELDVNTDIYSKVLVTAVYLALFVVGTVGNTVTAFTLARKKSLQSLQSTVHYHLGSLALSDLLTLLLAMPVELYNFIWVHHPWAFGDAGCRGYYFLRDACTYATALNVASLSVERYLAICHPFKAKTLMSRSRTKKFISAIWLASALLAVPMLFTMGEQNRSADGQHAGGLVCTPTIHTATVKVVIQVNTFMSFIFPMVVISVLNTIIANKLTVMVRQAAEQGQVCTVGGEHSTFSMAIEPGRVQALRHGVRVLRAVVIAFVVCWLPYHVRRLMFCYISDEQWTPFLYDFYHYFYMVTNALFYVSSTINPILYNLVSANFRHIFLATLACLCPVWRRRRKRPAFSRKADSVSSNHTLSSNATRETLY
Siah-1 displacement: Siah-1 peptide-binding antagonists, primary screen, biochemical, fluorescence polarization, rhodamine-plectin, uHTS (AID 1817); 0.02% of 290,000 active; displacement, % at 20 µM; hits with a dose series show IC50 in µM; Siah-1 / rhodamine-plectin peptide fluorescence polarization; higher % means a stronger effect;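 active = displacement of at least 50% at 20 µM, with a fluorescence ratio check between 0.3 and a set limit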;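 also: plate controls were Siah plus tracer with DMSO for no effect and tracer alone without Siah for full effect; strong numbers were not always called active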
RSV antiviral HEp-2: RSV antiviral activity via CPE protection, HEp-2 cells, primary 10 µM value included (AID 2391); HEp-2 cells, RSV-induced CPE inhibition; higher % means a stronger effect; 0.13% of 310,000 active; CPE inhibition, % at 10 µM, or IC50 in µM where a hit was titrated; in the data active = a potency from the dose series; also: strong numbers were not always called active
Rac1 GTP hydrolysis: MgcRacGAP GTPase-activating activity inhibitors, confirmation, biochemical, ADP Hunter fluorescence. inhibition, % at 30 µM, or IC50 in µM where a hit was titrated. 0.6% of 340,000 active. MgcRacGAP-stimulated Rac1 GTP hydrolysis, ADP Hunter fluorescence; higher % means a stronger effect; GST-tagged Rac1 F28L mutant substrate. AID 624330;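 active = first-screen hits whose inhibition reached a set limit at any dose in the follow-up dose series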;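 also: fluorescence reports GDP produced by GAP-driven GTP hydrolysis; strong numbers were not always called active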
AID2073: inhibitors of Mint1-CaV2.2 protein interaction, biochemical, HTRF (AID 2073). HTRF protein-protein interaction, Mint1-CaV2.2; higher % means a stronger effect. one-dose inhibition, % at 20 µM; IC50 in µM for titrated hits. 0.19% of 290,000 active; in the data active = inhibition mostly above about 51%, no sharp cut-off; also: some results filed as inactive read as strong as hits
West Nile antiviral: West Nile virus antiviral activity, cell-based, CPE readout (AID 1621); West Nile virus-infected cells, CPE inhibition; higher % means a stronger effect; one-dose CPE inhibition, % at 10 µM; IC50 in µM for titrated hits; 0.02% of 290,000 active; in the data active = a potency from the dose series; also: strong numbers were not always called active
NTR1 ag cell count 20 µM: recorded beside NTR1 ag, whose call it bears; cell count; measured here: cell count, cytotoxicity flag
Dengue-2 NS5 capping pilot replicate: second read-out of Dengue-2 NS5 capping, no call of its own (marks repeat the call); inhibition, %; measured here: pilot screen replicate inhibition
* hit, by the source's call; · = no result given; [ ] = dose if it differs, or a comment.

SMILES | Dengue-2 NS5 capping | Large T inhibition | K1F lysis inhibition | NTR1 ag | NTR1 ag cell count 20 µM | Siah-1 displacement | RSV antiviral HEp-2 | Rac1 GTP hydrolysis | AID2073 | West Nile antiviral | others
Cc1cccc(NC(=O)Cc2ccc(Br)cc2)n1 | -2% | 7% | -0.8% | 2.2 | 60 | -3% | 0.5% | -8% | 23% | -0.6%
O=C(NCc1ccccc1Cl)C(=O)NCC(c1ccco1)N1CCOCC1 (stereo not drawn) | -1% | 11% | 0.0% | -1.4 | 71 | -2% | 2.0% | 6% | -7% | -0.4%
O=C(NCC1CCCN(Cc2ccc3c(c2)OCCO3)C1)c1ccc2c(c1)OCO2 (stereo not drawn) | -6% | 6% | -0.1% | 1.5 | 62 | 10% | 0.0% | -2% | 6% | -0.7% | Dengue-2 NS5 capping pilot replicate=-4.3
COc1cc(C(=O)N(C)CC2CCN(CCc3cccc(C(F)(F)F)c3)CC2)ccc1C | 2% | 11% | 0.4% | -0.1 | 55 | -6% | 9.5% | 6% | 8% | -1.9%
Cc1cccc(NS(=O)(=O)c2ccc(C)c(C(N)=O)c2)c1 | -16% | 1% | 1.2% | 0.2 | 39 | 6% | 2.5% | 0% | 0% | -0.2%
COc1cc(/C=C/C(=O)c2ccc(NS(=O)(=O)c3ccc(C)cc3)cc2)cc(OC)c1O | -19% | 25% | -6.9% | · | · | 3% | -1.3% | 13% | 47% | 19%
CCOc1c(N2CC(C)OC(C)C2)c(=O)c1=O (stereo not drawn) | 5% | 6% | -0.8% | -0.8 | 42 | -1% | 1.7% | 13% | 4% | 0.5%
CCN(CC)S(=O)(=O)c1cccc(-c2nc3n(n2)Cc2ccccc2-3)c1 | -4% | 2% | 4.9% | 2.2 | 38 | 5% | 2.7% | 2% | -3% | 1.2%
COc1ccc(NC(=O)CSc2nc(-c3ccncc3)nn2CC(=O)N2CCCC2)cc1 | 2% | 11% | 0.1% | 1.1 | 62 | 4% | 2.8% | 0% | 5% | -0.4%
COc1ccc(OCC(O)CN2CCCCCC2)cc1 (stereo not drawn) | 2% | 2% | -1.6% | 0.0 | 82 | 9% | 0.1% | 26% | -2% | -0.5%
CCOC(=O)C(=O)N=Nc1c(O)[nH]c2ccccc12 | -8% | 7% | 2.3%[50 µM] | -1.3 | 84 | 4% | 1.6% | 8% | 0% | -0.2%
CCCC(=O)N(C1CC(C)C(C#N)(C#N)C1(C#N)C#N)N(C)C (stereo not drawn) | -47% | 23% | -1.0% | 1.8 | 57 | 1% | 2.4% | 20% | -29% | 0.5%
Cc1ccccc1NC(=O)Cc1nc(CSc2nnc(C3CCCCC3)n2N)cs1 | -14% | 3% | 0.3% | 0.7 | 80 | 2% | 2.0% | 6% | -4% | 0.0% | Dengue-2 NS5 capping pilot replicate=1.2
O=C1COc2ccc(C(=O)COC(=O)c3cccnc3Cl)cc2N1 | -16% | 4% | 0.1% | 0.4 | 24 | 6% | 0.0% | 4% | 9% | -0.1%
CCN(CC)CCC(C)OC(=O)c1ccc(O)cc1O (stereo not drawn) | -10% | 12% | 0.1% | -0.8 | 46 | 7% | -1.2% | 9% | -7% | 0.4%

At a glance, part of the list above:
SMILES | Dengue-2 NS5 capping | Large T inhibition | K1F lysis inhibition | NTR1 ag | NTR1 ag cell count 20 µM | Siah-1 displacement | RSV antiviral HEp-2 | Rac1 GTP hydrolysis | AID2073 | West Nile antiviral | others
COc1ccc(OCC(O)CN2CCCCCC2)cc1 (stereo not drawn) | 2% | 2% | -1.6% | 0.0 | 82 | 9% | 0.1% | 26% | -2% | -0.5%
CCOC(=O)C(=O)N=Nc1c(O)[nH]c2ccccc12 | -8% | 7% | 2.3%[50 µM] | -1.3 | 84 | 4% | 1.6% | 8% | 0% | -0.2%
CCCC(=O)N(C1CC(C)C(C#N)(C#N)C1(C#N)C#N)N(C)C (stereo not drawn) | -47% | 23% | -1.0% | 1.8 | 57 | 1% | 2.4% | 20% | -29% | 0.5%
Cc1ccccc1NC(=O)Cc1nc(CSc2nnc(C3CCCCC3)n2N)cs1 | -14% | 3% | 0.3% | 0.7 | 80 | 2% | 2.0% | 6% | -4% | 0.0% | Dengue-2 NS5 capping pilot replicate=1.2
O=C1COc2ccc(C(=O)COC(=O)c3cccnc3Cl)cc2N1 | -16% | 4% | 0.1% | 0.4 | 24 | 6% | 0.0% | 4% | 9% | -0.1%
CCN(CC)CCC(C)OC(=O)c1ccc(O)cc1O (stereo not drawn) | -10% | 12% | 0.1% | -0.8 | 46 | 7% | -1.2% | 9% | -7% | 0.4%

Carrying on:
SMILES | Dengue-2 NS5 capping | Large T inhibition | K1F lysis inhibition | NTR1 ag | NTR1 ag cell count 20 µM | Siah-1 displacement | RSV antiviral HEp-2 | Rac1 GTP hydrolysis | AID2073 | West Nile antiviral | others
COc1ccccc1NCCC(=O)OCC(=O)Nc1ccccc1Cl | -10% | · | 1.3% | 1.5 | 71 | · | · | 13% | · | ·
COc1ccc(CCN2C(=O)C3C(C2=O)C2C=CC3C23CC3)cc1OC (stereo not drawn) | 5% | -5% | 3.3% | -0.3 | 43 | 1% | -0.5% | 12% | -1% | -0.6%
COc1ccc(-c2nn(-c3ccccc3)cc2C(=O)Nc2cccc(C(=O)O)c2)cc1[N+](=O)[O-] | 7% | 12% | 11% | 0.5 | 56 | 3% | 6.4% | 11% | 18% | -0.1%
CCn1cc(CN(C)S(=O)(=O)c2ccc3ccccc3c2)c(C)n1 | -11% | 10% | -0.7% | 2.2 | 46 | -4% | 0.3% | 4% | 5% | -1.0%
Cc1nc(NC2=NCN(Cc3cccnc3)CN2)nc2ccccc12 | 3% | · | 0.7% | · | · | 1% | · | 12% | -1% | ·
O=S(=O)(Nc1ccon1)c1ccc(Br)s1 | -1% | 0% | -0.1% | 0.3 | 69 | -1% | 0.1% | 7% | -2% | 1.3%
O=C(c1ccco1)N1CCCC(c2nc(-c3ccc(S(=O)(=O)NCc4ccccc4)cc3)no2)C1 (stereo not drawn) | -6% | 7% | 7.3% | 16 | 44 | 7% | 2.6% | 4% | 3% | ·
O=C(O)c1ccc(Cl)c(NC(=S)NC(=O)c2ccccc2[N+](=O)[O-])c1 | -2% | 3% | -0.2% | -1.2 | 25 | -3% | -0.8% | 7% | 4% | 0.2%
N#Cc1cc(-c2ccccc2)cn(Cc2c(Cl)cccc2Cl)c1=O | -1% | 3% | 8.8% | 4.9 | 92 | 0% | -1.0% | 1% | 3% | 1.4%
N#Cc1ccc(-c2ccco2)nc1SCc1ccccc1 | -14% | 8% | -0.7% | 3.4 | 92 | -3% | 0.7% | 8% | 18% | -0.1%
Cc1ccc(-c2nnc(SC(C)C(=O)NCC3CCCO3)nc2-c2ccc(C)cc2)cc1 (stereo not drawn) | -10% | 7% | -0.4%[50 µM] | 0.7 | 63 | · | 6.0% | 2% | · | ·
CC(C)(C)OC(=O)N[C@H]1C=C[C@@H](OC(=O)CC(=O)OCC(F)(F)F)C1 | -3% | · | 0.1% | 0.0 | 55 | · | · | 6% | · | · | Dengue-2 NS5 capping pilot replicate=2.7
C[C@@H]1CCC[C@@]2(O[C@H](CCO)C[C@@H](O)[C@@H]2O)O1 | -3% | 13% | 2.7% | 0.5 | 88 | 16% | -0.7% | 7% | -4% | -0.1%
Cc1ccc(S(=O)(=O)N2CCCC(C(=O)N3CCCc4ccccc43)C2)cc1 (stereo not drawn) | 3% | 11% | 0.1% | 0.4 | 97 | 5% | 8.3% | 9% | -2% | -0.2%
CCOC(=O)NNC1CC(=O)N(c2ccccc2)C1=O (stereo not drawn) | -4% | 5% | 4.2% | 2.0 | 44 | -7% | 2.6% | 3% | -5% | 1.8%
CN1CCN(C(=O)CCN2C(=O)c3ccccc3C2=O)CC1 | -4% | · | -0.1% | -0.4 | 51 | -5% | 2.5% | 6% | -10% | -0.1%
S=C(NCC1CCCO1)Nc1ccccc1 (stereo not drawn) | -3% | 3% | 0.3% | 0.2 | 39 | 5% | -1.9% | 4% | 6% | 0.5%
CCOC(=O)COc1ccc(C(c2c(C)[nH][nH]c2=O)c2c(C)[nH][nH]c2=O)cc1 | -3% | 14% | 0.8% | 2.4 | 45 | 1% | 1.0% | 14% | 13% | -1.0%
CC(=O)N1c2ccc(S(=O)(=O)N(C)CC(=O)Nc3cccc(C)c3)cc2CC1C (stereo not drawn) | -8% | 2% | 0.7% | -0.2 | 71 | -5% | 7.2% | 16% | 8% | -0.4%
CCOC(=O)N1CCN(C(=O)NC23CC4CC(CC(C4)C2)C3)CC1 | 3% | 5% | -0.1% | 1.0 | 37 | -2% | -0.1% | 14% | -7% | 0.1%
COc1ccc(/C=N/c2c(-c3ccc(OC)cc3)nc3n2CCS3)cc1 | -11% | 9% | 0.3% | 2.1 | 37 | 1% | 2.0% | 12% | 2% | -0.6%
CC(C)(C)n1ncc2c(=O)n(CC(=O)OCc3ccccc3)cnc21 | 3% | 16% | 0.2% | 1.3 | 36 | -4% | 1.9% | 0% | -3% | 0.4%
Cc1ccc2c(c1)N(C)/C(=C/c1cccc[n+]1C)S2 | -12% | -1% | 0.0%[50 µM] | -2.5 | 75 | -4% | 14% | 2% | -13% | -1.4%
Cc1cccnc1NS(=O)(=O)c1cccc([N+](=O)[O-])c1 | -8% | 7% | 1.4%[50 µM] | -0.7 | 50 | -6% | 1.4% | 3% | 2% | 0.2%
CCC(=O)Nc1ccc(NC(=O)c2ccco2)c(OC)c1 | -6% | 20% | -1.1% | 3.2 | 54 | 4% | 1.4% | 6% | 14% | ·
COc1cc(NC(=O)CSc2nnnn2Cc2ccc3c(c2)OCO3)cc(OC)c1 | -9% | 5% | 8.8% | -1.0 | 67 | 7% | 0.9% | 0% | 2% | ·
COc1cccc(NC(=S)NCc2ccc(F)cc2)c1 | -5% | 8% | 0.0% | -0.8 | 63 | 2% | 1.7% | 8% | 5% | -0.8% | Dengue-2 NS5 capping pilot replicate=-3.0
COc1ccc(CCNC(=O)CNC(=O)c2ccc(Br)o2)cc1OC | -5% | 13% | -0.9% | -0.2 | 53 | · | -1.2% | 10% | · | ·
O=S(=O)(NCc1ccco1)c1ccc(S(=O)(=O)N2CCCCC2)cc1 | -1% | 18% | 0.1% | -0.2 | 57 | 30% | 1.0% | -2% | -2% | 0.2%
O=C(CCN1C(=O)c2ccccc2C1=O)N1CCN(c2ccccn2)CC1 | 2% | 1% | 2.3% | 0.8 | 66 | 2% | -0.6% | -3% | -2% | 0.1%
Cc1nc(SCC(=O)N(CC(C)C)C2CCS(=O)(=O)C2)c2ccccc2n1 (stereo not drawn) | -4% | · | 0.4%[50 µM] | 4.6 | 57 | · | -1.1% | 9% | · | ·

Screening results deposited in PubChem BioAssay by several laboratories.
